Rhodamine autofl: compound fluoresces in the rhodamine spectral region; Rhodamine-region fluorescence, 547/598 nm, Tris buffer; hits give high values; max dye-equivalent concentration, M; 0.05% of 59,000 active; in the data active = max dye-equivalent concentration above about 11 nM; inconclusive = between about 1.1 nM and that limit
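qHTS spectral profiling of compounds without any target or enzyme present, in pH 8.0 Tris buffer; plates were read after a 15-minute room-temperature incubation using the rhodamine-region filter set.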
Tau filament bind: tau filament binding; P10636; recombinant tau filaments, thioflavin S fluorescence, 15 h; filaments grown with octadecylsulfate alongside compound; Potency, µM (series often up to 57.1 µM), without a hit: at the top dose activity change, negative = inhibition; 2% of 71,000 active;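 also: potency is read from the fitted curve at half-maximal effect; % is scaled to controls: 0 for no effect and ±100 for the full control effect; actives lower thioflavin S fluorescence by blocking filaments or displacing dye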
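His-tagged recombinant human tau (exons 2, 3, 10; 1 uM final) fibrillized with 30 uM sodium octadecylsulfate, 15 h at 37 C, in pH 7.4 HEPES buffer with 10 uM thioflavine S and 5 mM DTT. Reduced ThS fluorescence (450/510 nm) marks activity.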
Fluorescein fluor: compound autofluorescence in fluorescein spectral region; Compound autofluorescence, 480/540 nm, fluorescein-equivalent; hits give high values; max fluorescein-equivalent concentration, M; 0.91% of 59,000 active; in the data active = max fluorescein-equivalent concentration above about 10 nM; inconclusive = between about 1.1 nM and that limit
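Spectral profiling of library compounds in the fluorescein window (480 nm excitation, 540 nm emission) after 15 min at room temperature in pH 8.0 Tris (100 mM). Values are dye-equivalent concentrations.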
ERK AVP block: inhibitors of vasopressin-stimulated ERK signaling pathway; HEK293-V1b, vasopressin-stimulated pERK AlphaScreen; Potency, µM (doses to about 57.5 µM), without a hit: at the highest dose activity, negative = inhibition, actives largely listed as inhibitors; 0.99% of 72,000 active; also: potency is read from the fitted curve at half-maximal effect; % is scaled to controls: 0 for no effect and ±100 for the full control effect; nearly all actives have a fitted effect of over 55% in size
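HEK293 cells stably expressing V1b receptor, seeded overnight in 1% FBS, were treated with compounds for 30 min at 37C, then stimulated 5 min with 25 nM vasopressin; phospho-ERK read by AlphaScreen SureFire after lysis.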
HEK293 cAMP cs: raises cAMP in parental HEK293 cells, TSHR agonist counter-screen; parental HEK293 CNG cAMP sensor, membrane potential fluorescence; Potency, µM (doses to about 57.1 µM), without a hit: at the top dose activation, actives largely listed as activators; 2.5% of 73,000 active; AID 938; also: potency is read from the fitted curve at half-maximal effect; % of control where 0% means no effect; nearly all actives have a fitted effect of over 55% in size
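Parental HEK 293 cells stably expressing a cAMP-gated CNG channel were loaded with membrane potential dye containing 100 uM RO 20-1724 for 60 min. Compound added for 30 min; depolarization read as fluorescence intensity at 590 nm.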
HADH2 inh: HADH2 (human) dehydrogenase inhibition | AID 886 | Potency, µM (titrated, usually from 57.1 µM), for the others: at the top dose activity change, negative = inhibition, hits mostly inhibitors | recombinant HADH2, NADH fluorescence, beta-hydroxybutyryl-CoA | Q99714 | 3.4% of 73,000 active; also: potency is read from the fitted curve at half-maximal effect; % is scaled to controls: 0 for no effect and ±100 for the full control effect; nearly all actives have a fitted effect of over 60% in size; many of its hits are not listed in these tables
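NADH fluorescence (ex 360/em 450 nm) read every 30 s for 4 min; activity taken as last-minus-first time point difference. Enzyme 20 nM, NAD+ 1 mM, beta-hydroxybutyryl-CoA 90 uM, pH 9.0 Tris buffer.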
Casp1 inh: allosteric or competitive inhibitors of human caspase-1; P29466; Caspase-1 enzyme, Ac-WEHD-AFC fluorogenic rate; Potency, µM (titrated, usually from 57.5 µM), for the others: at the highest dose activity change, negative = inhibition, hits mostly inhibitors; 0.03% of 75,000 active;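 also: potency is read from the fitted curve at half-maximal effect; plate controls were vehicle for no effect and no substrate for full effect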
FLuc inh: firefly luciferase inhibition; P08659; purified firefly luciferase, luminescence, 8 min; Potency, µM (doses to about 57.1 µM), inactives show top-dose activity change, negative = inhibition, most hits filed as inhibitors; 2.2% of 72,000 active; also: potency is read from the fitted curve at half-maximal effect; % is scaled to controls: 0 for no effect and ±100 for the full control effect; nearly all actives have a fitted effect of over 40% in size
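Luminescence read-out after 8 min at room temperature; enzyme reaction used luciferin plus 10 uM ATP (linear range) in imidazole buffer pH 7.2 with KCl, MgCl2, Tween 20 and BSA. Each sample was run as a titration.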
USP2a inhib: inhibitors of human ubiquitin-specific protease USP2a. O75604. USP2a enzymatic assay, qHTS inhibition. Potency, µM (doses to about 38.3 µM), inactives show at the highest dose activity change, negative = inhibition, usual class: inhibitors. 0.1% of 60,000 active. AID 927;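 also: potency is read from the fitted curve at half-maximal effect; nearly all actives have a fitted effect of over 60% in size; plate controls were DMSO for no effect and NEM full inhibition control for full effect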
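Coupled readout: USP2-cleaved Ub-PLA2 (20nM final) turns over NBD C6-HPC (20uM final), Ex 460nm/Em 535nm after 2.5 h, time-zero read flagging artifacts. Enzyme (20nM final, pH 8.0 Tris) given 30 min RT with compound first; NEM defines full inhibition.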
Texas Red fluor: Texas Red region autofluorescence. Compound fluorescence, Texas Red channel, 547/618 nm; hits give high values. max dye-equivalent concentration, M. 0.06% of 59,000 active. AID 587; in the data active = max dye-equivalent concentration above about 10 nM; inconclusive = between about 1.1 nM and that limit
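qHTS profiling of intrinsic compound fluorescence; 100 mM Tris pH 8.0; 15 min RT; ex 547 / em 618 nm; response expressed as Texas Red dye-equivalent concentration from six-point plate standard.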
Casp7 inh: allosteric or competitive inhibitors of human caspase-7; Potency, µM (top dose mostly 57.5 µM), without a hit: at the top dose activity change, negative = inhibition, hits mostly inhibitors; P55210; recombinant caspase-7, Ac-DEVD-AFC fluorescence rate; AID 889; 0.02% of 75,000 active; active = well fitted inhibition curve with a large enough effect in the main read-out, with a control signal flat, not every such curve was filed as active; inconclusive = small, poorly fitted or top-dose-only effect, or a change in a side signal; also: potency is read from the fitted curve at half-maximal effect; % of control where 0% means no effect
Numbers without * were called inactive; i = inactive; ? = inconclusive; . = no result given; & = joins results of further samples; ! = not active in a repeat; [ ] = remark or other dose. Unless noted, calls follow the shape of the dose curve; as a rule, active = well fitted curve in the direction sought with a large enough effect; inconclusive = small, poorly fitted or top-dose-only effect, or another doubt; inactive = no such curve, though single readings can be large; an effect the other way counts as inactive or inconclusive. Not all compounds are listed, so the mix of outcomes need not match the whole.

Molecule,FLuc inh,ERK AVP block,Tau filament bind,Rhodamine autofl,Fluorescein fluor,Casp1 inh,USP2a inhib,HEK293 cAMP cs,Texas Red fluor,HADH2 inh,Casp7 inh
COC(=O)c1ccc(CN2C(=O)NC3(CCCCC3C)C2=O)o1 (configuration not stated),1%,-25%,3%,i,?,1%,-4%,1%,i,-8%,0%
Cc1cc(C)n(-c2nc(Nc3ccccc3)nc(-n3nc(C)cc3C)n2)n1,1%,2%,0%,i,i,-6%,13µM*,16%,i,14%,-2%
Cn1c(SCC(=O)c2ccccc2)nc2cccnc21,2%,-29%,0%,i,i,3%,-2%,13%,i,?,0%
Cc1cc(C)c(NC(=O)CSc2nnc(Cc3cccn3C)n2-c2ccc(F)cc2)c(C)c1,-1%,14%,3%,i,i,0%,25%,?,i,2%,0%
CCOc1ccc(C(C)(N)C(=O)O)cc1 (configuration not stated),1%,0%,6%,i,i,-2%,-3%,3%,?,-1%,-1%
CCCCNC(=O)Cn1c(-c2ccc(OC)cc2)noc1=O,2%,0%,-2%,i,i,-3%,-2%,16%,i,11%,1%
O=C(Nc1cc(C(F)(F)F)ccc1N1CCOCC1)c1n[nH]c(=O)c2ccccc12,1%,-23%,9%,i,?,-1%,45%[activator],-8%,i,44%[activator],-1%
O=C(NCCC1=CCCCC1)c1cc2c(s1)CS(=O)(=O)C2,-4%,-12%,-20%,i,i,1%,34%[activator],5%,i,7%,-1%
CC1CCC2C(=O)OC(CN=[N+]=[N-])CN2C1c1ccc(Br)cc1 (configuration not stated),.,0%&-1%&3%&8%&6%&12%[11.5 µM],.,.,.,-3%&-2%&-2%&-4%&1%&-3%[11.5 µM],.,5µM*!,.,11%&-8%&-4%&-11%&15%&1%[11.4 µM],-2%&-1%&-2%&-9%&0%&0%[11.5 µM]
Cn1c(=O)c2[nH]c(-c3ccccc3)nc2n(C)c1=O,-4%,3%,-2%,i,?,0%,0%,9%,i,?,-2%
Cc1ccc(-n2c(SCC(=O)N3CCOCC3)nnc2-c2cccnc2)cc1C,2%,-6%,-6%,i,?,-1%,-4%,2%,i,7%,-1%
CCCCn1c(SCC(=O)c2ccc3c(c2)OCCO3)nnc1-c1ccoc1C,1%,0%,1%,i,?,0%,1%,5%,?,1%,0%
O=C1COc2ccccc2N1Cc1ccccc1Cl,0%,2%,11%,i,?,-1%,-13%,?,i,4%,-5%
CCOC(=O)C1CN(S(=O)(=O)c2ccc(C)cc2)CCN1S(=O)(=O)c1ccc(C)cc1 (configuration not stated),2%,-14%,12%,i,i,-2%,4%,19%,i,3%,-3%
CCN(CC(=O)NCc1cccs1)C(=O)c1cc(S(=O)(=O)N2CCOCC2)ccc1C,2%,25%,-2%,i,i,2%,14%,-4%,i,12%,-1%
CCCOc1ccc(N2CC(C(=O)Nc3ccccn3)CC2=O)cc1 (configuration not stated),-1%,-23%,5%,i,i,1%,0%,18%,i,8%,-1%
OB(O)c1ccc(B(O)O)cc1,.,-2%,.,.,.,-1%,.,4%,.,-5%,-2%
C=C(C)C(O)/C=C/c1ccc(OC)cc1 (configuration not stated),.,28%[11.5 µM],.,.,.,0%[11.5 µM],.,5%[11.4 µM],.,-1%[11.4 µM],-1%[11.5 µM]
CCOC(=O)C1CCCc2c1[nH]c1c(C(=O)O)cccc21 (configuration not stated),0%,-22%,15%[11.4 µM],.,.,-10%,-14%[7.66 µM],7%[11.4 µM],.,-6%[11.4 µM],-3%
Cn1nnnc1SCCNCc1cccc2ccccc12,1%,-5%,-2%,i,?,-1%,2%,25%,?,2%,-1%
CCOC(=O)C1=C(C)N(c2nonc2NC(C)=O)C(N)=C(C#N)C1c1ccccc1F (configuration not stated),0%,16%,-4%,i,i,1%,10%,0%,i,1%,3%
CCOC(=O)c1ccc(N2C(=O)CC(Sc3nc(O)c(CC)c(=O)[nH]3)C2=O)cc1 (configuration not stated),-11%,-17%,3%,i,i,0%,-1%,1%,i,-10%,1%
COC(=O)[C@@]1(Cc2ccc(OC)cc2)[C@H]2c3cc(C(=O)N(C)C)n(Cc4cccc5ccccc45)c3C[C@H]2CN1C(=O)c1ccccc1,.,3%,22%,.,.,-3%,.,?,.,2%,-6%
O=C(N=c1nc2ccccn2s1)c1ccccc1,0.79µM*,-3%,-8%,i,i,2%,-7%,-6%,?,-8%,-1%
Oc1ccc(Cl)cc1CNCC1CCCO1 (configuration not stated),1%,14%,2%,i,?,2%,-7%,7%,i,-2%,0%
Cc1ccc(-n2c(CNc3ccc(F)cc3)nnc2SCC(=O)N2CCCC2)cc1,-1%,19%,4%,i,i,-2%,6%,15%,?,8%,0%[0.00368 µM]
c1ccc(-c2nnc(CN3CCCc4ccccc43)o2)cc1,0%,-23%,64%,i,?,?,21%,8%,i,1%,-26%
Cc1c2c(nc3ccccc13)-c1cccc(=O)n1C2,.,?,-12%,.,.,-3%,.,-4%,.,232%[activator],-21%
Cc1noc(C)c1C(=O)N1CCC2(CCCN(C(=O)NC(C)C)C2)CC1,2%[11.4 µM],5%,-14%,i,?,-1%,-18%,2%,i,4%,0%
NC(=O)c1cnn(Cc2ccc(Cl)cc2)c1N,1%,-17%,-2%,i,i,1%,-2%,?,i,9%,0%
CC(=O)NCCSCCNC(C)=O,4%,9%,-4%,i,i,1%,0%,?,i,-7%,0%
NC(=O)C1CC=CCC1C(=O)OCC(Cl)=C(Cl)Cl (configuration not stated),-2%,3%,8%,.,.,-6%,12%,1%,.,2%,-7%
CN(C)c1ccc(C(=O)Nc2ccc(S(=O)(=O)NC3=NCCCCC3)cc2)cc1,-9%,-6%,-1%,i,?,-1%,4%,4%,i,?,-1%
O=NO,.,-3%&16%,-4%&11%,.,.,0%&0%,.,21%&5%,.,1%&-8%,-1%&0%
Cc1ccc(-c2nn(-c3ccccc3)cc2C2SCC(=O)N2Cc2ccccc2)o1 (configuration not stated),-7%,-3%,4%,.,.,-5%,.,13%,.,5%,-3%
CN(C)C(=O)C1CCN(Cc2c[nH]c3ccccc23)CC1,6%[11.4 µM],-19%[11.5 µM],14%[11.4 µM],i,i,2%[11.5 µM],.,-3%[11.4 µM],i,-6%[11.4 µM],3%[11.5 µM]
CCSc1nnc(NC(=O)c2nn(C(C)C)c(=O)c3ccccc23)s1,-34%,-13%,?,i,i,0%,6%,28%,?,8%,4%
N#Cc1cc2c(nc1SCc1cccnc1)CCC2,1%,-16%,4%,i,i,0%,-3%,18%,?,-18%,-1%
Clc1ccc(-c2nnc(SCc3nc(-c4ccccc4)no3)o2)cc1,5%,-12%,160%,.,.,-4%,.,12%,.,-11%,-6%
CCOC(=O)C1CCCN(C(=O)c2cn(CC)c3ccc(S(=O)(=O)N(C)C)cc3c2=O)C1 (configuration not stated),1%,-4%,-8%,.,.,-2%,.,-6%,.,1%,-1%
Cc1ccc(NS(=O)(=O)c2cccc(C(=O)OCC(=O)NCc3ccco3)c2)cc1,1%,3%,-6%,i,?,-3%,38%[activator],5%,i,32%[activator],-14%
Cc1[nH]c(=O)c(C#N)cc1-c1ccc2nccn2c1,.,4%,.,.,.,1%,-3%,.,.,10%,0%
CCc1ccc2[nH]c(=O)c(C(c3nnnn3CC3CCCO3)N3CCCc4ccccc43)cc2c1 (configuration not stated),0%,-2%,-6%,i,i,-5%,213%[activator],10%,?,2%,-3%
c1ccc(-n2nnnc2Sc2n[nH]c(-c3ccncc3)n2)cc1,2%,-1%,-17%,i,?,1%,-3%,-1%,?,-9%,0%
CCn1ncc(Br)c1C(=O)Nc1ccc(F)cc1F,0%,-5%,-2%,i,i,0%,7%,?,i,-1%,0%
COc1ccc(NC(=O)CSc2ccccn2)cc1OC,-1%,0%,8%,i,?,4%,2%,0%,i,-2%,0%
COc1ccccc1CN1C(=O)CCC1(C)C(=O)NC1CCCCCC1 (configuration not stated),4%,11%,3%,i,?,2%,-2%,14%,i,11%,1%
C=CCN=C1SCC(=O)N1S(=O)(=O)c1ccccc1,2%,0%,-2%,i,i,-2%,1%,-2%,i,4%,1%
Cc1ccc(CNC(=O)CS(=O)Cc2nc(-c3ccccc3C)oc2C)cc1 (configuration not stated),-1%,6%,22%,.,.,2%,.,?,.,-24%,-4%
OC(COc1ccccc1)CSc1ncn[nH]1 (configuration not stated),0%,-8%,-1%,i,i,-2%,-13%,0%,i,-12%,-3%
COc1ccc(N2CC(C(=O)Nc3ccc4c(c3)OCO4)CC2=O)cc1 (configuration not stated),3%,5%,-9%,i,i,-1%,-7%,1%,i,-7%,2%

From PubChem
